Source: PubChem BioAssay (several laboratories)
K1F lysis inhibition – protection from phage-mediated lysis, alamar blue read-out – E. coli UTI89, K1F phage, bacterial capsule biogenesis inhibitors (AID 488966); 340,000 tested, 0.02% active; E. coli UTI89 K1F phage lysis, alamar blue, 2 h; higher % means a stronger effect; inhibition, % at 100 µM, or IC50 in µM where a hit was titrated;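 active = phage lysis inhibition, versus mean bacterial control, above a set limit; inconclusive = no clear call, values can overlap the other calls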;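 also: capsule biogenesis inhibitors block K1F phage lysis so surviving cells raise fluorescence; higher fluorescence means more inhibition of phage lysis; actives were called in the ten point dose series up to 300 µM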
GPR55 activation – selective activators of receptor GPR55 – imaging, U2OS cells, beta-arrestin-GFP redistribution, primary screen (AID 1961); U2OS GPR55 beta-arrestin-GFP redistribution imaging; higher % means a stronger effect; activation, % at 10 µM; hits with a dose series show EC50 in µM; 290,000 tested, 0.048% active;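 active = activation above 40% with more than 50 cells counted in the well; inconclusive = wells holding fewer than 50 cells, flagged as toxic or sparse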;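 also: U2OS osteosarcoma cells stably expressing GPR55 and beta-arrestin-GFP; plate controls were DMSO negative control for no effect and LPI positive control for full effect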
HIV peptide binding – inhibitors of HIV fusion peptide binding, primary screen, biochemical, uHTS, fluorescence dequenching (AID 1986); cell-free peptide binding, fluorescence dequenching, 30 min; higher % means a stronger effect; inhibition, % at 20 µM; hits with a dose series show IC50 in µM; 290,000 tested, 0.3% active; in the data active = inhibition mostly above about 52%, no sharp cut-off; inactive = mostly below about 76%; also: some results filed as inactive read as strong as hits
GPR55 LPI antagonism – GPR55 antagonists blocking LPI-driven arrestin recruitment, primary screen, imaging, U2OS, beta-arrestin-GFP, LPI agonist (AID 2013). U2OS GPR55 beta-arrestin-GFP translocation imaging, LPI antagonism; higher % means a stronger effect. 290,000 tested, 0.13% active. inhibition, % at 10 µM; hits with a dose series show IC50 in µM;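 active = spots per cell inhibited over 60%, with over 100 cells counted and total cytoplasm intensity under 500,000; inconclusive = wells with under 100 cells, flagged as likely toxic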;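 also: U2OS cells stably carrying GPR55 and arrestin-GFP stimulated by 5 µM LPI near EC80; imaged beta-arrestin-GFP aggregate spots per cell after agonist stimulation; plate controls were LPI-stimulated DMSO wells for no effect and DMSO wells without LPI for full effect; some results filed as inactive read as strong as hits; confirmed hits need IC50 under 10 µM and bright autofluorescent wells are also inconclusive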
NS5 inhibitors – flavivirus cap methylation enzyme inhibition – biochemical, confirmation dose response, primary screen (AID 588689). Dengue-2 NS5 methyltransferase capping enzyme assay, biochemical; higher % means a stronger effect. inhibition, % at 25 µM; hits with a dose series show IC50 in µM. 340,000 tested, 0.3% active; in the data active = a potency from the dose series; inconclusive = inhibition above about 29% without an active follow-up result
AID2073 – disruptors of CaV2.2 binding to Mint1 – biochemical, HTRF (AID 2073); HTRF protein-protein interaction, Mint1-CaV2.2; higher % means a stronger effect; inhibition, % at 20 µM, or IC50 in µM where a hit was titrated; 290,000 tested, 0.19% active; in the data active = inhibition mostly above about 51%, no sharp cut-off; inconclusive = no clear call, values can overlap the other calls; inactive = mostly below about 53%; also: some results filed as inactive read as strong as hits
GPR35 arrestin U2OS – inhibition of zaprinast-stimulated GPR35 beta-arrestin translocation – imaging, U2OS, beta-arrestin-GFP, zaprinast agonist, primary screen (AID 2058); U2OS GPR35 beta-arrestin-GFP translocation imaging, zaprinast antagonism; higher % means a stronger effect; inhibition, % at 10 µM; hits with a dose series show IC50 in µM; 290,000 tested, 0.052% active;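 active = inhibition of at least 50% with at least 30 cells and total cytoplasm GFP at most 10,000,000; inconclusive = under 30 cells or total GFP of 10,000,000 plus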
Siah-1 displacement – Siah-1 peptide-binding antagonists, primary screen, biochemical, fluorescence polarization, rhodamine-plectin, uHTS (AID 1817). Siah-1 / rhodamine-plectin peptide fluorescence polarization; higher % means a stronger effect. displacement, % at 20 µM; hits with a dose series show IC50 in µM. 290,000 tested, 0.02% active;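 active = displacement of at least 50% at 20 µM, with a fluorescence ratio check between 0.3 and a set limit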;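 also: plate controls were Siah plus tracer with DMSO for no effect and tracer alone without Siah for full effect; strong numbers were not always called active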
NTR1 agonist – agonists of NTR1, primary screen, imaging, U2OS cells, beta-arrestin-GFP, high content (AID 493036); 330,000 tested, 0.17% active; activation, % at 20 µM; P30989; NTR1-U2OS beta-arrestin-GFP spot imaging, agonist mode;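 active = activation at or above 40% of the spot to cytoplasm intensity ratio, with at least 20 cells analyzed; inconclusive = wells under 20 cells, flagged as cytotoxic or low count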;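 also: 0% = DMSO without peptide and 100% = 100 nM NTR1 peptide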
Target sequence (P30989 whole entry, looked up): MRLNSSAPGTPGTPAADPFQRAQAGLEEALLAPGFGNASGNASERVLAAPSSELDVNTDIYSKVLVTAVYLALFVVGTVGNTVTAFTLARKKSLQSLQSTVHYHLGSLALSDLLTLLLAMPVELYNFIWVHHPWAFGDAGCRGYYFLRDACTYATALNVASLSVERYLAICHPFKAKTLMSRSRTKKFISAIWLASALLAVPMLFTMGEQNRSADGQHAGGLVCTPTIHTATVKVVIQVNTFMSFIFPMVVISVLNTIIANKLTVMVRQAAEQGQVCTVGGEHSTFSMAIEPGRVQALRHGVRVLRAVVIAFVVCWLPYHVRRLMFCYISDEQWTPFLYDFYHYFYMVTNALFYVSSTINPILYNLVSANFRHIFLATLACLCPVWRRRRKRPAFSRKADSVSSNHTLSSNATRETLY
NTR1 agonist cell count 20 µM – also measured in NTR1 agonist; calls as there; cell count; measured here: cell count, cytotoxicity flag
* marks the source's active call; other numbers are inactive results; i = inactive; u = inconclusive; x = no result given; [ ] = another dose, or the depositor's remark.

smiles	K1F lysis inhibition	GPR55 activation	HIV peptide binding	GPR55 LPI antagonism	NS5 inhibitors	AID2073	GPR35 arrestin U2OS	Siah-1 displacement	NTR1 agonist	NTR1 agonist cell count 20 µM
CC(C)CCn1c(SCC(=O)OCn2nnc3ccccc3c2=O)nc2ccccc2c1=O	2.0%	0.3%	2.5%	5%	-1%	0%	-18%	-1%	5.9	56
CN(CC(=O)Nc1ccc(S(N)(=O)=O)cc1)Cc1ccccc1F	0.1%	0.4%	0.2%	3%	-5%	-6%	-3%	-2%	1.1	66
COc1ccc(OC)c(NC(=O)Nc2ccc3c(c2)CCC3)c1	0.3%[50 µM]	u	1.8%	3%	-2%	5%	-4%	4%	8.1	50
Cc1cccc2c1Sc1ccccc1CC2=O	-0.1%	0.0%	-2.3%	1%	6%	2%	17%	-1%	-1.1	43
Cc1c(C(=O)N(Cc2ccc(N(C)C)cc2)CC2CCCO2)oc2ccccc12 (configuration not stated)	2.3%	-0.1%	-1.6%	-8%	-1%	-7%	21%	-2%	3.8	68
COc1ccc(CCNC(=O)c2nnn(CC(=O)Nc3ccc(C)cc3C)c2N)cc1OC	0.6%	0.5%	3.6%	11%	-4%	11%	0%	-4%	-1.5	49
Cn1c(=O)c2ncn(CC(=O)N/N=C/C=C/c3ccccc3)c2n(C)c1=O	-0.8%	-0.3%	-0.4%	-4%	1%	-6%	-5%	2%	-0.9	44
Cc1cc(C(=O)COC(=O)CNC(=O)c2ccc(F)cc2)c(C)n1Cc1ccco1	1.3%[50 µM]	0.1%	22%	1%	0%	49%	4%	13%	-0.1	64
Cc1ccc(C)c(S(=O)(=O)Nc2nc(C)c(C(=O)Nc3ccccc3)s2)c1	i	-0.3%	19%	3%	1%	9%	-7%	25%	-0.2	56
Cn1c(=O)c2c(nc(CN3CCOCC3)n2CC(O)CO)n(C)c1=O (configuration not stated)	0.2%	0.2%	0.3%	-11%	5%	-8%	-9%	5%	1.1	78
CCOC(=O)N1CCC(NC(=O)c2cc(-c3ccc(OC)cc3)nc3ccccc23)CC1	0.2%	-0.1%	0.1%	15%	-2%	36%	0%	2%	0.5	51
Cc1c(Cl)cccc1NC(=O)C1NC(=O)CC1c1ccccc1 (configuration not stated)	5.3%	-0.1%	-2.1%	13%	11%	5%	4%	0%	1.5	62
Cc1cc(C)nc(SCc2nnc(SCC(=O)N3CCCc4ccccc43)n2C)n1	-0.4%	0.7%	-1.6%	4%	-6%	4%	12%	1%	0.2	48
CN(C(=O)COC(=O)C1c2ccccc2Oc2ccccc21)C1CCS(=O)(=O)C1 (configuration not stated)	0.6%	-0.2%	-1.9%	10%	-1%	2%	4%	7%	-0.6	57
Cc1ccc(C(=O)NC(=S)Nc2ccc(NC(=O)c3cccc(Cl)c3)cc2)cc1	1.3%	-0.4%	-2.3%	10%	3%	6%	-7%	-3%	15	53
COc1ccc2nc(NC(=O)c3cccc(-c4cc5ccccc5oc4=O)c3)sc2c1	-1.8%	0.1%	-4.2%	5%	0%	30%	4%	5%	14	46
Cc1nn(CCC(=O)NNC(=S)NCC(C)C)c(C)c1Br	6.0%	0.0%	-2.1%	-7%	-9%	-7%	-8%	5%	1.1	65
COc1cc(C(=O)NCCN2C(=O)S/C(=C\c3ccc(F)cc3)C2=O)ccc1OCC(=O)N1CCOCC1	x	-0.2%	-0.2%	10%	x	-3%	8%	17%	-0.6	60
O=C1CC(c2ccco2)CC(O)=C1C=Nc1cc(Cl)ccc1O (configuration not stated)	1.0%	-0.1%	-2.8%	15%	-13%	37%	2%	7%	-0.4	96
N#CC1=C(N)Oc2ccc3ccc(O)cc3c2C1c1ccsc1 (configuration not stated)	0.0%	-0.3%	86%	56%	x	22%	-5%	116%	x	x
O=C(COc1ccc(Br)cc1)NCCCn1ccnc1	0.3%	-0.1%	0.2%	-8%	-5%	10%	3%	-1%	-0.7	78
O=C(NCCc1ccccc1)c1ccc(CS(=O)Cc2ccc(Cl)cc2)o1 (configuration not stated)	0.0%	-0.2%	0.4%	-33%	11%	2%	-11%	-2%	-1.1	28
O=C(CCC1CCN(C(=O)c2cc(C(F)(F)F)ccc2Cl)CC1)NC1CC1	0.4%	0.4%	-0.8%	6%	3%	16%	14%	-6%	0.1	81
O=C(Cn1c(C(F)(F)F)nc2ccccc21)Nc1ccccc1N1CCOCC1	0.1%	0.3%	1.3%	3%	1%	0%	7%	-3%	-1.4	52
COc1ccc(/C=N/NC(=O)c2ccc(Br)cc2)cc1CN1CCOCC1	-1.2%	-0.1%	-0.3%	3%	5%	5%	-2%	-2%	-0.1	55
CN(C)CCN(C(=O)c1cc(Cl)sc1Cl)c1nc2ccc(F)cc2s1	0.3%	-0.1%	4.0%	10%	-6%	-5%	3%	8%	4.2	52
CCOC(=O)/C(C#N)=C/c1ccc(OC)c(OC)c1	1.2%	0.0%	0.7%	-6%	-1%	-1%	4%	1%	-1.0	57
O=C(NCCc1cccc(Cl)c1)c1cc([N+](=O)[O-])ccc1Cl	1.2%[50 µM]	0.6%	1.8%	-5%	-5%	-6%	-14%	2%	1.2	63
CCOCCn1c(C(C)C)nc2ccccc21	0.4%	0.3%	0.0%	1%	6%	4%	13%	-4%	-1.4	73
COc1ccc(C2Cc3ccccc3C(=O)O2)cc1 (configuration not stated)	2.6%[50 µM]	1.0%	0.9%	7%	-1%	0%	-2%	5%	1.1	49
CCCCc1cc(=O)oc2cc(OCC(=O)N3CCc4ccccc43)ccc12	-1.6%	-0.1%	2.9%	1%	-5%	1%	-11%	0%	2.9	63
Cc1ccc(N=C(NOC(=O)c2ccccc2)c2nonc2N)c(C)c1	-0.5%	0.0%	2.8%	12%	-8%	-8%	6%	0%	38	42
O=C(CCOc1ccccc1)Nc1ccccc1[N+](=O)[O-]	0.0%	-0.2%	-1.7%	-9%	-2%	15%	-1%	-3%	-0.5	96
O=C(Nc1ccc(F)cc1)c1ccc2ncsc2c1	0.3%	0.0%	-1.3%	0%	-12%	32%	11%	-4%	-0.8	77
Cc1nn(CC(=O)N2CCOCC2)c(=O)c2c1sc1ccccc12	0.1%	-0.2%	-0.4%	10%	4%	8%	-4%	1%	-1.6	58
CCOC(=O)N1CCN(S(=O)(=O)c2ccc3c4c(cccc24)C(=O)N3)CC1	0.0%	0.0%	-3.1%	-21%	-6%	29%	16%	-1%	0.6	57
CCN(CC)CCCN=Cc1c(-c2ccccc2)[nH]n(-c2nc3ccccc3s2)c1=O	0.9%	0.0%	6.8%	1%	-5%	4%	9%	-3%	0.2	53
CN(C(=O)C(C)(C)C)c1ccc(OCC(=O)N2CCc3ccccc3C2)cc1	0.1%	-0.2%	-1.2%	8%	-2%	1%	-10%	8%	-1.4	52
C=CCNC(=O)CSc1nnc(-c2ccccc2Br)n1-c1cccc(C(F)(F)F)c1	3.8%	0.1%	0.0%	5%	-11%	2%	7%	14%	-1.7	57
O=C(N/N=C/c1cccnc1)c1cc(-c2ccccc2)nc2ccccc12	-0.1%	0.0%	-0.6%	-1%	-3%	28%	4%	-1%	-0.6	68
CCn1nc(NS(=O)(=O)c2ccc([N+](=O)[O-])cc2)c2cc3cc(C)ccc3nc21	-0.6%	0.3%	5.5%	21%	8%	-3%	10%	8%	0.2	73
Cc1c(CC(=O)NCC(=O)O)c(=O)oc2cc3c(cc12)CCC(C)(C)O3	1.6%	0.3%	-0.8%	-3%	3%	14%	7%	6%	-2.1	86
CCCn1cnc2c(c1=O)c1nc3ccccc3nc1n2Cc1ccccc1OC	x	0.1%	-2.9%	-4%	x	-4%	8%	3%	x	x
CCOC(=O)CC(=O)NC1(Cc2ccc(O)cc2)CCCCC1	0.5%	-0.4%	0.1%	1%	-2%	5%	0%	5%	1.4	73
COc1cccc(OC)c1C(=O)Nc1ccc(Cc2ccncc2)cc1	1.4%[50 µM]	0.7%	-0.6%	-1%	2%	0%	1%	0%	0.9	86
O=C(/C=C/c1ccco1)N/C(=C\c1ccccc1)C(=O)NCCc1nc2ccccc2[nH]1	4.5%	0.4%	30%	5%	-7%	41%	15%	18%	0.6	33
CC1CCN(C(=O)CSc2nnc(-c3cccnc3)n2C2CCCCC2)CC1	2.3%	0.3%	-3.6%	-2%	5%	-2%	4%	1%	-0.6	64
N#CCSc1n[nH]c2nc3c(c(=O)n12)C1(CCCCC1)Cc1ccccc1-3	0.0%	-0.2%	29%	-8%	8%	-4%	-6%	-7%	8.5	49
CCOCCCNC(=S)N(Cc1ccccc1)Cc1nc2ccccc2c(=O)[nH]1	0.7%	-0.4%	-2.3%	-6%	5%	-13%	-2%	0%	0.0	57
COc1cccc2sc(N(CCCN(C)C)C(=O)c3sc4ccccc4c3Cl)nc12	-0.2%	0.2%	1.9%	63%	1%	19%	5%	-5%	1.5	75
NS(=O)(=O)c1ccc(NC(=O)CCC(=O)c2cccs2)cc1	0.5%	0.3%	-0.3%	-4%	-5%	9%	7%	-5%	2.0	76
O=C(COC(=O)c1cccnc1)Nc1ccccc1	0.1%	-0.3%	4.2%	4%	-6%	12%	9%	5%	0.6	54
CCN(CC)S(=O)(=O)c1ccc(Nc2ccc(-c3ccc4c(c3)OCCO4)nn2)cc1	0.3%	0.0%	1.7%	6%	-5%	8%	-3%	0%	0.6	66
